U2OS ROS induce = cancer cell ROS induction; 46,000 compounds, 2% hits; ROS induction (% of piperlongumine), % at 10 µM; AID 624156; U2OS ROS induction, H2DCF-DA fluorescence; in the data active = ROS induction above about 79%, passing the limit was not always enough;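 note: 0% = DMSO vehicle median and 100% = reference compound median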
Active calls of the source: *. These rows are one share of the data (hit frequency here may not be typical).

SMILES | U2OS ROS induce
COc1ccc(CN(C)C[C@H]2Oc3c(NC(=O)Nc4ccc(OC)cc4)cccc3C(=O)N([C@H](C)CO)C[C@@H]2C)cc1 | 12.6
CNc1ccccc1C(=O)OCC(=O)c1ccccc1 | -8.4
COc1ccc(S(=O)(=O)N(C)C[C@@H]2Oc3ccc(NC(=O)c4ccncc4)cc3C(=O)N([C@@H](C)CO)C[C@@H]2C)cc1 | 9.8
CCOc1ccc2nc(SCC(=O)Nc3ccc4c(c3)OCCO4)sc2c1 | -5.3
CCCN(Cc1cc2cccc(C)c2[nH]c1=O)C(=O)c1cccc(Cl)c1 | -4.6
C[C@H]1CN([C@@H](C)CO)C(=O)c2cc(NC(=O)CCCN(C)C)ccc2O[C@H]1CN(C)C(=O)NC1CCCCC1 | -5.1
COC(=O)c1c(NC(=O)/C=C/c2ccccc2)sc2c1CCCC2 | -10.2
COc1cc(S(=O)(=O)NCc2ccccn2)c(OC)cc1Cl | -4.2
CNC[C@@H]1Oc2ncc(C#Cc3ccc(OC)c(OC)c3)cc2C(=O)N([C@H](C)CO)C[C@@H]1C | 18.1
Cc1noc(C)c1S(=O)(=O)N(C)C[C@H]1Oc2ccc(NC(=O)C3CC3)cc2CC(=O)N([C@H](C)CO)C[C@H]1C | -1.2
C[C@@H]1CN([C@H](C)CO)C(=O)c2cc(NC(=O)c3ccncc3)ccc2O[C@@H]1CN(C)S(=O)(=O)c1ccc(Cl)cc1 | 5.5
C[C@H](CO)N1C[C@H](C)[C@H](CN(C)Cc2ccncc2)Oc2ccc(NS(=O)(=O)c3ccc(F)cc3)cc2CC1=O | 39.2
Cc1noc(C)c1NC(=O)Nc1ccc2c(c1)CC(=O)N([C@H](C)CO)C[C@@H](C)[C@@H](CN(C)S(=O)(=O)c1ccc(F)cc1)O2 | -0.9
C[C@@H]1CN([C@H](C)CO)C(=O)Cc2cc(NS(C)(=O)=O)ccc2O[C@H]1CN(C)Cc1ccc(C(=O)Nc2ccccc2N)cc1 | -1.6
COc1ccc(NC(=O)Nc2ccc3c(c2)C(=O)N([C@H](C)CO)C[C@@H](C)[C@@H](CN(C)C)O3)cc1 | -17.4
C=CCN1C(=O)[C@]2(O[C@H](CCO)[C@@H]([Si](C)(C)c3ccc(OC)cc3)[C@@H]2C)c2cc(N3CCCCC3=O)ccc21 | 29.6
COc1ccc(OC(=O)c2csc(COc3ccc4nonc4c3)n2)cc1 | 17.3
COC(=O)c1ccccc1NC(=O)CN(c1ccc(F)cc1)S(C)(=O)=O | -7.9
Cc1ccn2cc(CCNC(=O)CC(C)(C)C)nc2c1 | 10.7
c1ccc(C2CC(c3ccco3)n3ncnc3N2)cc1 (stereo unspecified) | -0.3
COc1ccc(S(=O)(=O)N(C)C[C@@H]2OCCCC[C@@H](C)Oc3ccc(NC(=O)CCCCCC(=O)Nc4ccccc4N)cc3C(=O)N([C@H](C)CO)C[C@@H]2C)cc1 | 3.5
O=C(CSc1n[nH]c(-c2ccc(Cl)cc2Cl)n1)Nc1cccc2ccccc12 | -6.4
O=C1CNC(=S)N1CCc1ccccc1 | -9.1
COc1ccc(S(=O)(=O)Nc2ccc3c(c2)C(=O)N([C@H](C)CO)C[C@H](C)[C@@H](CN(C)S(=O)(=O)c2ccc(C)cc2)OCCCC[C@@H](C)O3)cc1 | 20.5
O=C(NCc1cccc(Cl)c1)c1ccc(COc2ccc(Cl)cc2)o1 | 4.3
C=CCn1c(CSc2nc(N)cc(N)n2)n[nH]c1=S | -4.5
S=C(NCCSc1ccc(Cl)cc1)Nc1cccc(Cl)c1 | -12.3
C[C@@H]1CN([C@H](C)CO)C(=O)Cc2cc(NC(=O)NC3CCCCC3)ccc2O[C@@H]1CN(C)Cc1ccc(C(=O)O)cc1 | 0.5
C[C@H]1CN([C@@H](C)CO)C(=O)c2cccc(NS(C)(=O)=O)c2O[C@@H]1CN(C)S(=O)(=O)c1cccs1 | -5.6
C[C@H](CO)N1C[C@H](C)[C@H](CN(C)C(=O)Nc2ccc(C(F)(F)F)cc2)Oc2c(NC(=O)C3CCCCC3)cccc2C1=O | 5.3
C[C@@H]1CN([C@@H](C)CO)C(=O)Cc2cc(NC(=O)Cc3ccccc3)ccc2O[C@@H]1CN(C)C(=O)Nc1cccc2ccccc12 | 5.8
C[C@@H]1CN([C@H](C)CO)C(=O)c2cccc(NS(=O)(=O)c3cccs3)c2O[C@@H]1CN(C)Cc1ccc(C(=O)Nc2ccccc2N)cc1 | 22.2
COc1ccc(S(=O)(=O)Nc2cccc3c2O[C@H](CN(C)C(=O)Nc2cccc4ccccc24)[C@H](C)CN([C@H](C)CO)C3=O)cc1 | -1.9
COc1ccc(NC(=O)N(C)C[C@H]2Oc3c(NS(=O)(=O)c4ccc(F)cc4)cccc3C(=O)N([C@H](C)CO)C[C@@H]2C)cc1 | 4.5
CCOC(=O)N1CCC(NC(=O)CCc2cn(Cc3ccccc3C)c3ccccc23)CC1 | -4.9
C[C@@H]1CN([C@@H](C)CO)C(=O)c2cccc(NC(=O)c3cnccn3)c2O[C@@H]1CN(C)Cc1ccc(C(=O)Nc2ccccc2N)cc1 | 5.9
C[C@H](CO)N1C[C@H](C)[C@H](CN(C)Cc2ccc(Oc3ccccc3)cc2)Oc2ccc(NC(=O)Nc3ccc(C(F)(F)F)cc3)cc2C1=O | 7.2
C#CCN(C)Cc1ccccc1 | -4.1
CNC[C@H]1Oc2ccc(NC(=O)NC3CCCCC3)cc2C(=O)N([C@H](C)CO)C[C@H]1C | -1.7
CC(C)NC(=O)N(C)C[C@H]1Oc2c(cccc2N(C)C)C(=O)N([C@H](C)CO)C[C@@H]1C | -0.9
C[C@H]1CN([C@@H](C)CO)C(=O)c2cc(NC(=O)C3CCCCC3)ccc2O[C@@H]1CN(C)S(=O)(=O)c1ccccc1 | -4.9
C[C@H](CO)N1C[C@H](C)[C@@H](CN(C)S(=O)(=O)c2cccs2)Oc2ccc(NC(=O)Cn3cnnn3)cc2C1=O | 0.3
Cc1noc(C)c1NC(=O)N(C)C[C@@H]1OCCCC[C@@H](C)Oc2ccc(NC(=O)NC3CCCCC3)cc2C(=O)N([C@H](C)CO)C[C@@H]1C | 7.9
CCOC(=O)c1c(NC(=O)Cn2cc([N+](=O)[O-])cn2)sc2c1CCC2 | 1.9
COc1cc(NC(=O)COc2ccc(Cl)cc2Cl)ccc1NC(=O)c1ccccc1Cl | 1.0
C[C@@H]1CCCCO[C@H](CN(C)S(=O)(=O)c2ccc(Cl)cc2)[C@@H](C)CN([C@H](C)CO)C(=O)c2cc(NC(=O)CCC(F)(F)F)ccc2O1 | 43.5
C[C@@H]1CN([C@H](C)CO)C(=O)c2cc(NS(=O)(=O)c3ccc(Cl)cc3)ccc2O[C@@H]1CN(C)C(=O)Nc1cccc2ccccc12 | 40.8
Cc1ccc(S(=O)(=O)N(C)C[C@H]2OCCCC[C@@H](C)Oc3ccc(NC(=O)NC(C)C)cc3C(=O)N([C@H](C)CO)C[C@@H]2C)cc1 | 3.8
C[C@H]1CN([C@@H](C)CO)C(=O)Cc2cc(NC(=O)Nc3ccc(C(F)(F)F)cc3)ccc2O[C@H]1CN(C)C | 23.7
C/C(CCc1oc2ccccc2c1-c1ccc(C)o1)=N\O | 5.6
COC(=O)c1cccc(O)c1C(=O)c1c(O)cc(C)cc1O | -8.7
OC(CN1CCN(c2cccc(Cl)c2)CC1)C(c1ccccc1)c1ccccc1 (stereo unspecified) | -5.1
COc1ccc(C)cc1S(=O)(=O)N(CC(=O)O)c1ccccc1 | 0.0
C[C@@H]1CN([C@H](C)CO)C(=O)Cc2cc(NC(=O)CCC(F)(F)F)ccc2O[C@@H]1CN(C)C(=O)NC1CCCCC1 | 5.2
Cc1ccc(-c2nnc(SCC(=O)Nc3ccccc3F)n2C)cc1 | 2.5
C[C@@H]1CN([C@H](C)CO)C(=O)Cc2cc(NS(=O)(=O)c3ccccc3)ccc2O[C@H]1CN(C)S(=O)(=O)c1ccc(Cl)cc1 | 27.7
Cc1ccc(S(=O)(=O)N(C)C[C@H]2Oc3ccc(NC(=O)CCN4CCOCC4)cc3C(=O)N([C@@H](C)CO)C[C@@H]2C)cc1 | 4.7
C[C@@H]1CCCCO[C@H](CN(C)C(=O)Nc2ccccc2)[C@@H](C)CN([C@H](C)CO)C(=O)c2cc(NC(=O)CCC(F)(F)F)ccc2O1 | 19.4
Cc1ccc(Cl)cc1NC(=O)CSc1nc2c(c(C(F)(F)F)c1C#N)CCCC2 | 11.8
COc1ccc(CN(C)C[C@H]2Oc3c(NC(=O)c4ccc(-c5nccs5)cc4)cccc3C(=O)N([C@H](C)CO)C[C@H]2C)cc1 | 14.6

The results go on.
SMILES | U2OS ROS induce
C[C@H](CO)N1C[C@H](C)[C@H](CN(C)Cc2ccncc2)Oc2ccc(NS(=O)(=O)c3cccs3)cc2CC1=O | 10.2
O=C1c2ccccc2C(=O)N1C(CO)C(O)c1ccccc1 (stereo unspecified) | 8.2
C[C@@H]1CN([C@H](C)CO)C(=O)Cc2cc(NC(=O)Nc3ccc4c(c3)OCO4)ccc2O[C@H]1CN(C)S(=O)(=O)c1ccc(Cl)cc1 | 8.9
NC1=NN(c2ccccc2)C(=O)C1 | 20.5
Cc1ccc(S(=O)(=O)N(C)C[C@H]2Oc3ccc(NS(=O)(=O)c4c(C)noc4C)cc3C(=O)N([C@H](C)CO)C[C@@H]2C)cc1 | 1.9
Cc1noc(C)c1S(=O)(=O)Nc1cccc2c1O[C@H](CN(C)C)[C@H](C)CN([C@H](C)CO)C2=O | -3.5
CCOC(=O)CSc1nc(-c2ccc(C)cc2)ns1 | -6.3
C[C@H]1CN([C@@H](C)CO)C(=O)c2cc(NC(=O)CCN3CCOCC3)ccc2O[C@H]1CN(C)Cc1ccc(C(=O)O)cc1 | -9.7
C[C@@H]1CN([C@H](C)CO)C(=O)c2cccc(NC(=O)c3ccc(-c4nccs4)cc3)c2O[C@@H]1CN(C)S(=O)(=O)c1ccc(F)cc1 | 3.8
C[C@H](CO)N1C[C@H](C)[C@H](CN(C)C(=O)Nc2ccc3c(c2)OCO3)Oc2ccc(N(C)C)cc2C1=O | 0.6
C[C@@H]1CN([C@H](C)CO)C(=O)Cc2cc(NC(=O)Nc3ccccc3)ccc2O[C@H]1CN(C)S(=O)(=O)c1ccc(F)cc1 | 0.2
C[C@@H]1CCCCO[C@@H](CN(C)CC2CC2)[C@@H](C)CN([C@H](C)CO)C(=O)c2cc(NC(=O)c3ccccc3)ccc2O1 | -5.2
Cc1ccc(S(=O)(=O)NC2=NCN(CCN3CCOCC3)CN2)cc1 | 1.5
C[C@@H]1CN([C@H](C)CO)C(=O)Cc2cc(NS(=O)(=O)c3cccs3)ccc2O[C@@H]1CN(C)C(=O)Nc1ccc(C(F)(F)F)cc1 | 3.8
C[C@@H]1CN([C@@H](C)CO)C(=O)c2cc(NC(=O)Nc3ccc(C(F)(F)F)cc3)ccc2O[C@@H]1CN(C)S(=O)(=O)c1ccccc1 | 9.7
C[C@@H]1CN([C@H](C)CO)C(=O)c2cc(NS(C)(=O)=O)ccc2O[C@@H]1CN(C)Cc1ccc(Oc2ccccc2)cc1 | -4.7
COc1cc2c(cc1NC(=S)NCc1ccco1)oc1ccccc12 | 45.4
O=C(NO)c1ccc(C(=O)N/N=C/c2cccnc2)cc1 | -3.6
CCC(C)c1ccc(NC(=O)C2CC(=O)N(c3ccc(C)cc3)C2)cc1 (stereo unspecified) | -11.4
O=C(NCc1ccccn1)c1cnn2c1NC(c1cccs1)CC2C(F)(F)F (stereo unspecified) | 11.3
Cc1ccc(S(=O)(=O)N(C)C[C@H]2Oc3ccc(NS(=O)(=O)c4ccc(Cl)cc4)cc3CC(=O)N([C@H](C)CO)C[C@H]2C)cc1 | 8.2
CS(=O)(=NS(=O)(=O)c1cccs1)c1ccc(OC(=O)c2ccc(Cl)cc2)cc1 (stereo unspecified) | -16.3
CNC[C@@H]1Oc2ccc(NS(=O)(=O)c3cccs3)cc2CC(=O)N([C@@H](C)CO)C[C@@H]1C | -16.2
C[C@@H]1CN([C@H](C)CO)C(=O)CCCn2cc(nn2)CO[C@@H]1CN(C)Cc1ccc2c(c1)OCCN2C | -9.4
Cc1noc(C)c1NC(=O)Nc1cccc2c1O[C@H](CN(C)S(=O)(=O)c1cn(C)cn1)[C@@H](C)CN([C@H](C)CO)C2=O | -7.5
C[C@H](CO)N1C[C@H](C)[C@H](CN(C)Cc2cccc3c2OCCCO3)OCc2cn(nn2)CCCC1=O | -2.7
C[C@@H]1CN([C@H](C)CO)C(=O)c2cccc(NC(=O)c3cnccn3)c2O[C@@H]1CN(C)S(=O)(=O)c1cn(C)cn1 | -13.1
Cc1ccccc1NC(=S)N1CCC(N(C)C(C)C)CC1 | -4.4
C[C@H](CO)N1C[C@H](C)[C@H](CN(C)Cc2ccc(C(=O)Nc3ccccc3N)cc2)Oc2ccc(NC(=O)Cc3ccccc3)cc2C1=O | 12.6
COc1ccccc1CNC(=O)c1ccc2nc3c(cc2c1)CCS3 | -3.8
O=C(CCCCC(=O)N/N=C/c1ccc(C(F)(F)F)cc1)NO | 13.9
C[C@H](CO)N1C[C@H](C)[C@@H](CN(C)C(=O)Nc2ccc3c(c2)OCO3)Oc2c(NC(=O)CCCCCC(=O)Nc3ccccc3N)cccc2C1=O | -5.0

At a glance, some entries already given:
SMILES | U2OS ROS induce
C[C@H](CO)N1C[C@H](C)[C@H](CN(C)Cc2ccc(C(=O)Nc3ccccc3N)cc2)Oc2ccc(NC(=O)Cc3ccccc3)cc2C1=O | 12.6
COc1ccccc1CNC(=O)c1ccc2nc3c(cc2c1)CCS3 | -3.8
O=C(CCCCC(=O)N/N=C/c1ccc(C(F)(F)F)cc1)NO | 13.9
C[C@H](CO)N1C[C@H](C)[C@@H](CN(C)C(=O)Nc2ccc3c(c2)OCO3)Oc2c(NC(=O)CCCCCC(=O)Nc3ccccc3N)cccc2C1=O | -5.0
